# NRP1-CendR mod – modulators of CendR peptide binding to NRP-1, primary screen, biochemical, fluorescence polarization, uHTS; FAM-RPARPAR peptide binding to NRP-1; hit rate 0.85% among 360,000; inhibition, % at 25 µM; Neuropilin-1 (Homo sapiens), O14786;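 active = inhibition or corrected inhibition above about 18%, plus a signal ratio from 0.5 to 1.5, limit read from the data, passing the limit was not always enough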; also: strong numbers were not always called active
# Neddylation inh – inhibitors of cullin neddylation, primary screen, biochemical, TR-FRET, uHTS, NAE and Ubc12 | calls only at 25 µM | hit rate 0.58% among 360,000 | AID 651699, 2012; in the data active = inhibition above about 36%
# FAS-TE inh – FAS thioesterase domain inhibitors, primary screen, biochemical, fluorescence intensity, uHTS. Fatty acid synthase (Homo sapiens), P49327. hit rate 0.67% among 360,000. recombinant FAS-TE, OMFH fluorogenic substrate, fluorescence endpoint. AID 602261, 2012. inhibition, % at 15 µM;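 active = compounds whose normalised, plate-corrected inhibition of enzyme fluorescence in the single-dose primary screen is 50% or more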;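 also: 0% = DMSO with enzyme and 100% = substrate without enzyme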
# MT1-MMP act inh – blockers of MT1-MMP proenzyme processing, primary screen, HT1080 RFP-PRO-GFP cells, GFP/RFP fluorescence. Matrix metalloproteinase-14 (Homo sapiens), P50281. AID 651647, 2012. GFP/RFP ratio fluorescence, overnight; percent of plate control window, DMSO zero. GFP/RFP ratio change, % at 20 µM. hit rate 0.061% among 360,000;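 active = GFP/RFP ratio change of at least 30% with cell ATP level not reduced by more than half and red fluorescence within 50% of control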; also: strong numbers were not always called active
#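 Material – HT1080 RFP-PRO-GFP cells · Control set – DMSO wells and RFP-L50D-GFP cells · Incubation – overnight cell settling, then overnight compound exposure, 37 °C, 5% CO2 · Compound dosing – single-point 20 µM compound, 1% DMSO · Read-out – GFP/RFP fluorescence ratio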
# MsrA act – bovine MsrA enzyme activators, primary screen, biochemical, absorbance, HTS. purified bovine MsrA, absorbance read-out. activation, % at 10.6 µM. hit rate 0.3% among 360,000; in the data active = activation above about 7.5%;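 also: 0% = vehicle and 100% = reference activator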
# Rin1-Abl PPI inh – inhibitors of Rin1-Abl protein binding, primary screen, biochemical, TR-FRET; Tyrosine-protein kinase ABL1 (Homo sapiens) + Ras and Rab interactor 1 (Homo sapiens), …; hit rate 0.4% among 360,000; inhibition, % at 7.35 µM; in the data active = inhibition above about 5%, passing the limit was not always enough
# E coli Lon inh – inhibitors of E. coli Lon protease, primary screen, biochemical, fluorescence polarization. P0A9M0. purified E. coli Lon protease. inhibition, % at 7.94 µM. hit rate 0.42% among 360,000. AID 602123, 2011; in the data active = inhibition above about 13%, passing the limit was not always enough;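 also: 0% = enzyme with probe and DMSO and 100% = no enzyme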
# Target sequence (P0A9M0 whole entry, looked up): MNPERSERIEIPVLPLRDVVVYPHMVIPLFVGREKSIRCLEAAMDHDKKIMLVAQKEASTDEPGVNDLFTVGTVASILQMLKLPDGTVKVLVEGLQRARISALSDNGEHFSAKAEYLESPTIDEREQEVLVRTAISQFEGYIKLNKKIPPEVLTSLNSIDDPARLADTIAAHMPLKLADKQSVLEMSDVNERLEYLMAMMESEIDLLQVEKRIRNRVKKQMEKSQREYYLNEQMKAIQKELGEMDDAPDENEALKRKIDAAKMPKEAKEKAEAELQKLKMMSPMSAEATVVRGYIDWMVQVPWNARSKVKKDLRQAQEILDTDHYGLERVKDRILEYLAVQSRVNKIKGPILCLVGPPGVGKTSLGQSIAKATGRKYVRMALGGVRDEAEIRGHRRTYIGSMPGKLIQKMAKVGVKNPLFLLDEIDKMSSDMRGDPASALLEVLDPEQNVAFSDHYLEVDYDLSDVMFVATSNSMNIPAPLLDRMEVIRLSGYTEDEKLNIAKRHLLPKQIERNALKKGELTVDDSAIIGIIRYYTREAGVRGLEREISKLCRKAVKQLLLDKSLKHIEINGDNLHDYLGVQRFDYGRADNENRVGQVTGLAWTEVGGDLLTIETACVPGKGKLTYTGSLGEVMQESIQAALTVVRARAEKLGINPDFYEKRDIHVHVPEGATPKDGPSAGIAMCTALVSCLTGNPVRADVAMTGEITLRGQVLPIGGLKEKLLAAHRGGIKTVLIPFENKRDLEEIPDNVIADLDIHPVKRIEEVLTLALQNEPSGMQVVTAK
# MsrA inh – bovine MsrA enzyme inhibitors, primary screen, biochemical, absorbance, HTS. purified bovine MsrA, absorbance read-out. hit rate 0.75% among 360,000. Methionine sulfoxide reductase A (Bos taurus). inhibition, % at 15.5 µM; in the data active = inhibition above about 4.5%;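 also: 0% = vehicle wells with enzyme and 100% = reference inhibitor wells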
# SKN-1 inh – suppressors of acrylamide-induced Pgst-4::GFP reporter in worms, primary screen, SKN-1 inhibitor project, whole organism, uHTS, GFP/RFP fluorescence ratio, strain VP596; hit rate 0.49% among 360,000; inhibition, % at 21.8 µM; C. elegans VP596 Pgst-4::GFP/RFP ratio, 24 h;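 active = interference check ratio from 0.5 to 1.5 plus GFP to RFP signal ratio inhibition reaching or exceeding a fixed threshold, cut at about 30% in these data, passing the limit was not always enough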; also: some compounds called inactive have numbers as strong as hits
# * marks the source's active call; other numbers are inactive results; i = inactive; / = no result given.
no. | Molecule | MT1-MMP act inh | SKN-1 inh | Rin1-Abl PPI inh | FAS-TE inh | MsrA inh
1 | COc1cc(-c2noc(C)c2-c2ccc3[nH]ccc3c2)cc(OC)c1OC | 14.7 | 10.6 | 1.3 | 11.9 | /
2 | CCCCNC(NCCCC)=C(S(=O)(=O)CC)S(=O)(=O)CC | -1.9 | -12.6 | 3.2 | -8.9 | 0.9
3 | Cc1ccc(S(=O)(=O)N2CCOCC2)cc1NC(=O)CN1CCC(Cc2ccccc2)CC1 | -0.5 | -5.9 | -2.1 | 24.6 | 2.0
4 | O=C(Nc1nc2ccccc2[nH]1)c1ccccc1[N+](=O)[O-] | 2.6 | 3.1 | 3.1 | -7.5 | -0.6
5 | CCO/C([O-])=N/c1sn[n+](C)c1C | -0.5 | -7.5 | -2.4 | -6.7 | 0.7
6 | O=C(c1cc2ccccc2o1)c1cccs1 | 0.7 | 13.2 | 1.8 | 6.2 | 1.9
7 | COC(=O)CC1C(=O)NCCN1C(=S)Nc1ccccc1Cl (configuration not stated) | 0.2 | 0.3 | -2.2 | -6.2 | -1.2
8 | Cc1ccc(O)c(NC(=O)COc2cc(C)ccc2C)c1 | -4.1 | 10.1 | -1.2 | -7.8 | -0.1
9 | OCc1nc2ccccc2n1Cc1c(F)cccc1Cl | -3.1 | 2.4 | -1.4 | -5.7 | -0.2
10 | CC(OC(=O)c1ccccc1C(=O)N(C)c1ccccc1)C(=O)Nc1ccccc1[N+](=O)[O-] (configuration not stated) | 0.4 | 7.4 | 0.1 | -0.7 | -0.9
11 | CCc1nnc(NC(=O)CSc2nnc(-c3ccccc3O)n2-c2ccc(C)cc2)s1 | -1.8 | -2.4 | 4.2 | 7.9 | -0.2
12 | CSc1ncc(C(=O)Nc2ccccc2F)c(-c2ccccc2)n1 | -4.0 | 0.2 | -0.2 | 2.0 | 0.9

no. | MsrA act | Neddylation inh | NRP1-CendR mod | E coli Lon inh
1 | -8.1 | i | 10.6 | 1.2
2 | 1.2 | i | -8.8 | -1.0
3 | -4.0 | i | 8.1 | -0.2
4 | -0.3 | i | 9.0 | -1.6
5 | -5.0 | i | -1.7 | -2.5
6 | -10.7 | i | 7.0 | -4.4
7 | -3.2 | i | -8.0 | 2.8
8 | -6.5 | i | -7.9 | -4.4
9 | -2.4 | i | 10.2 | -0.6
10 | 3.0 | i | 12.3 | 0.4
11 | -1.3 | i | -5.0 | 4.8
12 | 0.2 | i | 9.1 | -1.4

# Continuation:
no. | Molecule | MT1-MMP act inh | SKN-1 inh | Rin1-Abl PPI inh | FAS-TE inh | MsrA inh
13 | Cc1cccc(C2N=C(N)Nc3nc4ccccc4n32)c1 (configuration not stated) | 0.1 | -11.5 | -3.3 | -5.9 | -0.6
14 | Cc1cc2ccccc2n1CCNCc1c(C(=O)N2CCOCC2)nc2ccccn12 | -6.0 | 9.8 | -6.1 | -3.3 | -0.5
15 | CCc1ccc(NC(=O)CCNS(=O)(=O)c2cccc3nsnc23)cc1 | 5.2 | 5.1 | 5.1 | -3.7 | 0.4
16 | COc1ccc(OC)c(C2C(C(=O)c3cccs3)=C(O)C(=O)N2CCN(C)C)c1 (configuration not stated) | 4.3 | -20.6 | 1.2 | -5.7 | 1.5
17 | Cc1cccc(C)c1NC(=O)Cn1c(=O)c(N2CCCCC2)c(N)n(C)c1=O | -0.4 | 7.4 | 1.4 | -4.5 | 0.2
18 | COc1ccc(C2c3c(ncn(CCCO)c3=N)Oc3ccc4ccccc4c32)cc1 (configuration not stated) | 3.1 | 0.2 | -2.3 | 10.7 | -1.0
19 | Cc1ccc(Nc2nc(OC(C(F)(F)F)C(F)(F)F)nc(N3CCOCC3)n2)cc1 | -31.5 | -10.7 | -0.3 | 20.5 | 0.1
20 | Cc1ccc(S(=O)(=O)N2CCN(c3cccc(C)c3)CC2)cc1 | -2.0 | 5.3 | -0.8 | 25.5 | 0.0
21 | O=C(N/N=C\c1cc(Cl)ccc1O)c1ccc(S(=O)(=O)N2CCCCC2)cc1 | -0.2 | -3.1 | 1.3 | 8.1 | 0.2
22 | O=C(NCc1ccccc1)N1CCCC1 | -6.7 | 1.4 | -4.8 | -9.8 | 1.3
23 | COc1ccc(CS(=O)c2nc(C)cc(C)c2S(C)(=O)=O)cc1 (configuration not stated) | 4.3 | 10.0 | -4.7 | -2.6 | -0.4
24 | CC(=O)NS(=O)(=O)c1ccc(NC(=O)c2cc(-c3ccc(C)cc3)nc3ccccc23)cc1 | 10.0 | 3.3 | 0.5 | -10.4 | 2.2

no. | MsrA act | Neddylation inh | NRP1-CendR mod | E coli Lon inh
13 | -3.0 | i | 7.5 | 6.5
14 | -3.2 | i | -1.1 | -260.8
15 | -0.1 | i | -5.7 | 2.5
16 | -4.7 | i | -10.7 | -5.1
17 | -1.0 | i | 9.3 | -0.1
18 | -3.5 | i | 2.0 | 3.4
19 | -3.8 | i | -9.8 | -6.7
20 | -1.5 | i | 2.3 | -9.0
21 | -5.2 | i | 9.7 | -22.7
22 | -6.9 | i | 0.9 | -6.6
23 | -1.3 | i | 2.6 | 0.2
24 | -1.5 | i | -10.4 | 9.0

# Entries listed so far that contain an NH in an aromatic ring (two):
no. | Molecule | MT1-MMP act inh | SKN-1 inh | Rin1-Abl PPI inh | FAS-TE inh | MsrA inh
1 | COc1cc(-c2noc(C)c2-c2ccc3[nH]ccc3c2)cc(OC)c1OC | 14.7 | 10.6 | 1.3 | 11.9 | /
4 | O=C(Nc1nc2ccccc2[nH]1)c1ccccc1[N+](=O)[O-] | 2.6 | 3.1 | 3.1 | -7.5 | -0.6

no. | MsrA act | Neddylation inh | NRP1-CendR mod | E coli Lon inh
1 | -8.1 | i | 10.6 | 1.2
4 | -0.3 | i | 9.0 | -1.6

# Whole records, looked up by structure. Order of screens: MT1-MMP act inh	SKN-1 inh	Rin1-Abl PPI inh	FAS-TE inh	MsrA inh	MsrA act	Neddylation inh	NRP1-CendR mod	E coli Lon inh
# Results for Cc1cc2ccccc2n1CCNCc1c(C(=O)N2CCOCC2)nc2ccccn12 → -6.0	9.8	-6.1	-3.3	-0.5	-3.2	i	-1.1	-260.8
# Results for COc1ccc(CS(=O)c2nc(C)cc(C)c2S(C)(=O)=O)cc1 (configuration not stated) → 4.3	10.0	-4.7	-2.6	-0.4	-1.3	i	2.6	0.2
# Results for COc1ccc(OC)c(C2C(C(=O)c3cccs3)=C(O)C(=O)N2CCN(C)C)c1 (configuration not stated) → 4.3	-20.6	1.2	-5.7	1.5	-4.7	i	-10.7	-5.1
# Results for CC(=O)NS(=O)(=O)c1ccc(NC(=O)c2cc(-c3ccc(C)cc3)nc3ccccc23)cc1 → 10.0	3.3	0.5	-10.4	2.2	-1.5	i	-10.4	9.0
# Results for CCc1ccc(NC(=O)CCNS(=O)(=O)c2cccc3nsnc23)cc1 → 5.2	5.1	5.1	-3.7	0.4	-0.1	i	-5.7	2.5

# More entries
no. | Molecule | MT1-MMP act inh | SKN-1 inh | Rin1-Abl PPI inh | FAS-TE inh | MsrA inh
25 | COc1ccc(/C=N/NC(=O)CCSc2nc3ccccc3s2)cc1OC | -4.2 | 3.8 | 1.5 | 10.9 | 2.1
26 | Cc1cc(C)nc(CC(N)=O)n1 | 5.8 | 14.9 | 0.3 | -7.5 | 0.8
27 | O=C(NCCS(=O)(=O)NC1CCCC1)c1ccc(F)cc1 | -1.1 | 6.2 | 0.8 | -8.8 | 0.8
28 | Cc1cc(=O)nc2c3ccccc3n(CC(=O)NCCCN3CCCC3=O)n12 | -11.2 | -3.8 | 0.8 | -5.3 | -0.3
29 | O=C(O)c1cccc(NC(=O)c2ccccc2NC(=O)c2ccccc2F)c1 | -1.0 | 11.9 | 1.4 | 1.2 | -1.5

no. | MsrA act | Neddylation inh | NRP1-CendR mod | E coli Lon inh
25 | -11.7 | i | -3.0 | -1.3
26 | -0.9 | i | 22.8 | -2.4
27 | -2.5 | i | 7.4 | 1.3
28 | -9.8 | i | 10.1 | 7.4
29 | -3.7 | i | 2.3 | -7.4
